PLK1 PBD inh: qHTS for Inhibitors of PLK1-PDB (polo-like kinase 1 - polo-box domain): Primary Screen | Serine/threonine-protein kinase PLK1 (Homo sapiens), P53350 | Plk1 PBD binding of FITC phosphopeptide, fluorescence polarization | Potency, µM, without a hit: max response, negative = inhibition, usual class: inhibitors | 360,000 tested, 2.8% active | AID 720504, 2013; note: potency is the fitted concentration of half-maximal effect; series mostly up to about 57 µM; % is set by controls: 0 for no effect and ±100 for the full control effect; nearly all actives have a fitted effect of over 65% in size
PI5P4K alpha inh: qHTS for Inhibitors of phosphatidylinositol 5-phosphate 4-kinase (PI5P4K) | PI5P4Kalpha enzyme, ADP-Glo luminescence, 60 min; stronger effect = lower value | AID 652105, 2013 | max response, % | 330,000 tested, 1.2% active; active = max response of -50% or lower; inconclusive = between -30% and -50%; inactive = -30% or higher; note: value at the top dose of about 77 µM; % is set by controls: 0 for no effect and ±100 for the full control effect
Target sequence (P48426 whole entry, looked up): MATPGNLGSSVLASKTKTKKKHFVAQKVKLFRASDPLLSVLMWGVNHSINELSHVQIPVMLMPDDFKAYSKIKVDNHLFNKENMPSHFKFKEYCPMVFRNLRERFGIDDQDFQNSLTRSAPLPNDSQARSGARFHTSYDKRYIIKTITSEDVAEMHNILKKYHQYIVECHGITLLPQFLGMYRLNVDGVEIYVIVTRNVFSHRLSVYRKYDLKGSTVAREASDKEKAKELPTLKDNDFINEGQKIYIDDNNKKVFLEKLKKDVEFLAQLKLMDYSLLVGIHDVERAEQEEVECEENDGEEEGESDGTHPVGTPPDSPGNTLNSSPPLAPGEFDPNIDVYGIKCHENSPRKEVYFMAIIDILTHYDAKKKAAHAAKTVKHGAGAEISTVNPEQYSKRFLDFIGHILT
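Controls without substrate or without enzyme flank wells where PI5P4Kalpha converts substrate using 5 microM ATP (final). Incubation lasts 60 minutes at room temperature; ADP formed is read by ADP-Glo luminescence.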
IL2 activator: qHTS of IL-2 Activators; IL-2 activation reporter assay, cell-based qHTS; stimulated with anti-CD3/CD4/CD28 beads; in transgenic mouse T cells; activation, % (series mostly up to about 46 µM); 360,000 tested, 0.065% active; in the data active = activation above about 50%; inconclusive = mostly about 30% to 49%; note: 0% is about no effect
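First, unstimulated transgenic mouse T cells were exposed to compound for 60 min. Next, anti-CD3/anti-CD4-coated beads with anti-CD28 were added. Finally, after 18 h at 37 degrees C, EGFP and DsRed were imaged.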
D3 ag: qHTS of D3 Dopamine Receptor Agonist: qHTS. D(3) dopamine receptor (Homo sapiens), P35462. 410,000 tested, 0.58% active. max activation, %. D3R DiscoveRx beta-arrestin cells, luminescence, 90 min; in the data active = max activation above about 30%; note: 0% is about no effect; mostly tested at two doses, the higher about 12 µM
Target sequence (P35462 whole entry, looked up): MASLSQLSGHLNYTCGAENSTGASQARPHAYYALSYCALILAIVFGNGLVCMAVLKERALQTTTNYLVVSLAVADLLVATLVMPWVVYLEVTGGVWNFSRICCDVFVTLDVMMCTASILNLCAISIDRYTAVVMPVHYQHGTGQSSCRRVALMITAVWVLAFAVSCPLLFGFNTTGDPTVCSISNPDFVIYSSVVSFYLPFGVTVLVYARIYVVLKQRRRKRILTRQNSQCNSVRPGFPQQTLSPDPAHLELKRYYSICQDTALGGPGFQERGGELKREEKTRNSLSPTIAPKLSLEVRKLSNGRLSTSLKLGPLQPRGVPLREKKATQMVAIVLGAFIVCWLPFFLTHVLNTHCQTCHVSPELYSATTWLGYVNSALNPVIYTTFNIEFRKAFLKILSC
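Cells at 1500/well, incubated overnight, then treated with pinned compounds (dopamine as control) for 90 min at 37 degrees C. DiscoveRx reagent added for 30 - 60 minutes at room temperature; luminescence read.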
GLP1R ag: qHTS of GLP-1 Receptor Agonists; Glucagon-like peptide 1 receptor (Homo sapiens), P43220; HEK293 GLP-1R CRE-luciferase, luminescence, 4-6 h; cells express a hypersensitive GLP-1R form; Potency, µM (top dose mostly 45.6 µM), inactives show at the top dose activation, most hits filed as activators; 380,000 tested, 0.007% active; note: potency is the fitted concentration of half-maximal effect; % of control where 0% means no effect
GLP-1R inv ag: qHTS of GLP-1 Receptor Inverse Agonists (Inhibition Mode) | Potency, µM (series often up to 38.3 µM), inactives show at the highest dose activity change, negative = inhibition, usual class: inhibitors | HEK293 GLP-1R CRE-luciferase, luminescence, 24 h; GLP-1R form is constitutively active | 410,000 tested, 1.6% active; note: potency is the fitted concentration of half-maximal effect; % is set by controls: 0 for no effect and ±100 for the full control effect; nearly all actives have a fitted effect of over 55% in size
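GLP-1R inverse agonism mode: basal reporter luminescence in engineered HEK293 cells measured after one day of compound exposure at 37 deg C, with a 12 min room-temperature detection step.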
WRN inhibitor: qHTS for Inhibitors of WRN Helicase. Bifunctional 3'-5' exonuclease/ATP-dependent helicase WRN (Homo sapiens), Q14191. WRN helicase unwinding, fluorescent forked duplex, kinetic. Potency, µM (series often up to 114 µM), without a hit: top-dose activity change, negative = inhibition, actives largely listed as inhibitors. 360,000 tested, 0.46% active; note: potency is the fitted concentration of half-maximal effect; % is set by controls: 0 for no effect and ±100 for the full control effect; nearly all actives have a fitted effect of over 55% in size
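Kinetic red-fluorescence monitoring (525/598 nm) tracks WRN helicase activity after 100 nM fluorophore-quencher forked duplex and 2 mM ATP are added to 20 nM enzyme pretreated 15 min at room temperature with compound.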
D3 antag: qHTS of D3 Dopamine Receptor Antagonist: qHTS; 360,000 tested, 2.5% active; D(3) dopamine receptor (Homo sapiens), P35462; D3R cells, DiscoveRx beta-arrestin luminescence, antagonist mode; stronger effect = lower value; AID 652054, 2013; max response, negative = inhibition, %; in the data active = max response below about -50%; inconclusive = no clear call, values can overlap the other calls; note: % is set by controls: 0 for no effect and ±100 for the full control effect; mostly tested at two doses, the higher about 12 µM
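Cells plated overnight at 1500 cells/well, then exposed to library compounds with dopamine controls for 90 minutes at 37 degrees C. DiscoveRx reagent added for 30–60 minutes at room temperature; luminescence read, quantitative HTS format.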
HEK293 tox: qHTS of GLP-1 Receptor Inverse Agonists: Cytotox Screen | HEK293 cAMP-luciferase reporter cells, luminescence, 24 h | Potency, µM (doses to about 38.3 µM), inactives show top-dose activity change, negative = inhibition, most hits filed as inhibitors | 410,000 tested, 0.13% active;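 note: loss of luciferase light is scored as toxicity; potency is the fitted concentration of half-maximal effect; % is set by controls: 0 for no effect and ±100 for the full control effect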
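Cells in DMEM/10% Nu serum/1% pen-strep, 1536-well format. Pre-incubated 12 h, dosed with 23 nL compound, incubated a further 24 h. Luciferase detection, 12 min at room temp, luminescence.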
* marks the source's active call; other numbers are inactive results; ? = inconclusive; / = not tested or not shown; & = joins results of further samples; [ ] = dose if it differs, or a comment. Unless noted, calls come from the whole dose curve; as a rule, active = well fitted curve in the direction sought with a large enough effect; inconclusive = small, poorly fitted or top-dose-only effect, or another doubt; inactive = no such curve, though single readings can be large; an effect the other way counts as inactive or inconclusive.

SMILES | PLK1 PBD inh | PI5P4K alpha inh | IL2 activator | D3 ag | GLP1R ag | GLP-1R inv ag | WRN inhibitor | D3 antag | HEK293 tox
COc1ccc(NC(=O)c2cccc(-c3ccc(O)cc3)c2)cn1 | ? | 1 | 15 | -5 | -4% | ? | -14% | -2 | -18%
CC(C)Sc1nnc2n(CCc3ccccc3)c(=O)c3c4c(sc3n12)COC(C)(C)C4 | -3% | 4 | -3.9 | 7 | -1% | 0% | -15% | 5 | 4%
CC(C)Cn1c(N)c(C(=O)COC(=O)Cc2cccs2)c(=O)n(C)c1=O | -14% | 2 | -0.8 | 4 | -1% | 9% | -20% | 6 | 21%
O=C(NCC1CCCO1)c1ccc(NC(=O)c2cccc([N+](=O)[O-])c2)cc1 (stereo not drawn) | -12% | -1 | -1.7 | 3 | -3% | 17% | 9% | -16 | -1%
CNC(=O)c1nnc(Cc2ccc(Cl)cc2)o1 | 7% | 4 | 1.4 | 1 | -3% | 11% | -10% | 18 | 0%
COC(=O)c1cc(S(=O)(=O)N2CCC(C)CC2)ccc1F | -8% | / | 0.9 | 14 | -9% | -8% | 1% | -19 | 11%
CCOC(=O)c1ccc(NC(=O)CC2C(=O)N(c3ccc(F)cc3)C(=O)N2CCC(C)C)cc1 (stereo not drawn) | 2% | / | 0.6 | 12 | -12% | -29% | -11% | -20 | -28%
CCOC(=O)N1CCN(C(=O)c2ccc3nc(C)sc3c2)CC1 | -9% | 8 | 3.0 | -1 | -3% | 3% | 4% | 8 | -21%
Cc1nn(CCc2nn[nH]n2)c2nc(-c3ccccc3)cc(C(F)(F)F)c12 | -22% | 1 | -2.5 | 0 | -6% | ? | 0% | -13 | -7%
C=CCN(CC=C)Cc1cc(=O)oc2cc(C)cc(C)c12 | 5% | 0 | -0.7 | 0 | 8% | ? | -9% | -9 | 18%

Copied from the list:
For HEK293 tox, Cc1nn(CCc2nn[nH]n2)c2nc(-c3ccccc3)cc(C(F)(F)F)c12 is entered as -7%
For D3 antag, C=CCN(CC=C)Cc1cc(=O)oc2cc(C)cc(C)c12 is entered as -9
For HEK293 tox, CC(C)Sc1nnc2n(CCc3ccccc3)c(=O)c3c4c(sc3n12)COC(C)(C)C4 is entered as 4%

Continued.
SMILES | PLK1 PBD inh | PI5P4K alpha inh | IL2 activator | D3 ag | GLP1R ag | GLP-1R inv ag | WRN inhibitor | D3 antag | HEK293 tox
COc1ccc(C2=NOC3(CC(=O)N(c4ccc(C)cc4)C3=O)C2)cc1 (stereo not drawn) | -8% | / | -0.9 | 15 | -20% | -1% | -10% | 7 | 7%
Cc1cc2c(=O)n(C)c(SCC(=O)Nc3ccccc3)nc2s1 | 2% | -11 | 1.3 | 1 | 3% | -25% | 0% | 2 | -10%
COc1cccc(NC(=O)CN(C)C(=O)CC(NC(=O)c2ccccc2Cl)c2ccccc2)c1 (stereo not drawn) | 8% | -1 | 0.8 | -8 | 0% | -8% | 8% | -12 | -2%
O=c1[nH]c(SCc2cccc([N+](=O)[O-])c2)nc2[nH]ncc12 | -4% | -5 | 1.0 | 0 | 15% | 11% | -11% | 9 | 2%
COc1ccccc1CCNC(=O)c1cccc(S(=O)(=O)N2CCc3ccccc3C2)c1 | -12% | 5 | 1.5 | 2 | 10% | ? | -5% | 4 | 6%
O=C(c1ccc2c(=O)n(CCc3ccccc3)c(=O)[nH]c2c1)N1CCN(c2ccc(Cl)cc2)CC1 | / | / | / | 18 | -2% | -23% | / | / | 1%
O=C(CSc1nnc(-c2ccc(Br)cc2)o1)N1CCN(C(=O)c2ccco2)CC1 | -3% | / | -2.2 | 22 | -7% | 19% | -10% | 27 | 6%
CN(C)c1ccc(C(=O)OCC(=O)N2CCCC2)cc1 | -2% | 1 | 0.9 | 2 | 11% | 5% | -25% | -13 | -2%
O=C(NCc1cccc(Cl)c1)C1CCC(=O)N(CCN2CCOCC2)C1 (stereo not drawn) | -2% | -1 | -1.3 | 4 | -3% | 8% | -15% | 5 | -3%
O=C(CN1CCc2ccccc21)NN1CC(=O)N(c2ccc(Cl)cc2)CC1=O | -1% | 0 | 0.3 | 3 | 5% | -25% | -4% | -8 | -20%
COc1ccc(OC)c(S(=O)(=O)Nc2ccccc2C(F)(F)F)c1 | -2% | 0 | -2.2 | 6 | 0% | 0% | -4% | 3 | 3%
CCC1=Nc2cc(C(=O)NC(C)c3ccccc3)ccc2Sc2ccc(Cl)cc21 (stereo not drawn) | / | / | / | -9 | -2% | ? | / | / | -5%
COc1cc(Br)cc(/C=N/NC(=O)Cc2ccc(C(F)(F)F)cc2[N+](=O)[O-])c1O | ? | 6 | -2.4 | 11 | 2% | ? | -8% | -2 | 0.5µM*
Nc1nc(N)c2c(ccc3nccc32)[nH]1 | 1% | -18 | -1.5 | 0 | -2% | -22% | ? | -3 | -14%
CC(NC(=O)c1ccco1)C(=O)N1CCN(c2cccc(Cl)c2)CC1 (stereo not drawn) | -6% | -2 | 0.1 | -1 | -1% | -25% | -3% | -3 | 5%
Cc1ccc(N2C(=O)C3ON(c4ccccc4)C(c4ccncc4)C3C2=O)c(C)c1 (stereo not drawn) | -10% | / | -2.3 | 1 | -9% | 7% | -15% | -10 | 1%
Cc1c(C(N)=O)sc(N)c1C(=O)OC(C)C | ? | -18 | -1.9 | 3 | 0% | 22% | 1% | -4 | 4%
Cc1nc(N)sc1-c1csc(Nc2ccccn2)n1 | ? | ? | 0.1 | 5 | 3% | 2% | -23% | -3 | -21%
COc1ccc(-c2nnc(SCC(=O)Nc3c(Cl)cc(Cl)cc3C(=O)O)o2)cc1 | -17% | -3 | 1.5 | 1 | 0% | -11% | -1% | -9 | -9%
O=C(CSc1ncc(S(=O)(=O)c2ccccc2)c(=O)[nH]1)Nc1ccccc1Cl | 3% | ? | 0.4 | 4 | 1% | 5% | -3% | -4 | 3%
Cc1cc(O)c2c(c1)CC1C3CCC4CC(=O)CCC4(C)C3CC(=O)C21C (stereo not drawn) | 6% | 0 | 1.2 | -2 | 6% | -11% | 3% | 19 | 15%
CN(C)S(=O)(=O)N1CCC(n2nccc2NC(=O)CCc2ccccc2)CC1 | -26% | 1 | -1.6 | 3 | 0% | 7% | -18% | 15 | ?
CN(Cc1cccc(-n2cccn2)c1)C(=O)CCc1nnc(C2CCCCC2)o1 | 0% | 2 | -2.1 | -3 | 7% | -7% | -6% | 17 | -14%
Cc1cc(OCC(=O)O)c2ccccc2n1 | -2% | 2 | -3.1 | -1 | -1% | 0% | -3% | -24 | -4%
CCOc1ccc(C(=O)Nc2cc(C)on2)cc1 | -15% | / | 1.7 | 1 | -13% | -10% | -2% | 17 | 0%
O=C(CSCc1ccccc1)N1CCN(c2ccc(F)cc2)CC1 | -8% | / | -1.9 | -22 | 5% | ? | -8% | -19 | -22%
COc1cc(OC)c(C2=NOC(C(=O)N3CCCc4ccccc43)C2)cc1Cl (stereo not drawn) | 5% | / | -0.7 | 32* | -13% | -10% | -7% | 5 | -1%
O=C(CN1c2cccc3cccc(c23)S1(=O)=O)N1CCOCC1 | -3% | / | -1.5 | 13 | 6% | 39%[activator] | -1% | 12 | 4%
Cc1ccccc1OCC(=O)Nc1nnc(S(=O)(=O)N2CCCC2)s1 | -19% | -11 | -3.3 | -1&0 | -6% | -18%&-17% | -3% | -11 | 2%&1%
CCOCCCNCc1ccc(Cl)cc1 | -4% | 6 | 0.1 | -12 | 2% | -6% | -7% | -4 | 21%
Cc1nc2cc(NC(=O)CCS(=O)(=O)c3ccccc3)ccc2s1 | -13% | -1 | -1.0 | -8 | -1% | -5% | 5% | -19 | 18%
COc1ccc(CCNC(=O)COc2ncnc3ccccc23)cc1 | 0% | -3 | -2.1 | 6 | 3% | 5% | -26% | 3 | 12%
O=[N+]([O-])c1ccccc1CN1CCN(c2ncccn2)CC1 | ? | 1 | -3.0 | -2 | -2% | -24% | 13% | -11 | -7%
Cc1c(NC(=O)C(C)Oc2ncnc3ccccc23)c(=O)n(-c2ccccc2)n1C (stereo not drawn) | -3% | -10 | 1.0 | 2 | 4% | 4% | 2% | 22 | -6%
CCOC(=O)CNc1ccc(OC(F)(F)F)cc1 | 6% | 3 | -2.6 | 21 | -1% | 1% | 0% | -9 | -12%
CC(C)N1CCN(C(=O)c2ccc(NC(=O)c3ccc(Br)o3)cc2)CC1 | -2% | -4 | -2.5 | -5 | -3% | -2% | 3% | -3 | -1%
Cc1[nH]c2ccccc2c1/C=N\NC(=O)c1ccccc1Cl | 10% | 0 | -0.2 | -5 | -5% | ? | 1% | -22 | 2%
CSc1nc(-c2ccccc2)ccc1C(N)=O | 0% | / | -1.5 | 3 | 2% | 48%[activator] | 1% | 21 | 2%
COc1ccccc1C(=O)NCCC(=O)NCCOc1ccccc1 | 1% | -2 | -2.1 | 5 | -4% | -1% | 6% | 9 | -1%
Cc1noc(C)c1COc1ccc(C(=O)O)cc1 | -4% | 4 | 0.8 | 33* | 0% | 6% | 6% | -16 | 14%

Screens (PubChem BioAssay)
